aSyn rescue – qHTS of alpha-syn Inhibitors; Potency, µM (doses to about 46.1 µM), without a hit: at the top dose growth rescue (activation), most hits filed as activators; Yeast expressing alpha-synuclein, growth rescue, BacTiter-Glo, 24 h; 370,000 tested, 0.14% active; further: potency means the concentration at half of the fitted maximal effect; % of control where 0% means no effect; nearly all actives have a fitted effect of over 65% in size
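Readout is rescue of growth in alpha-synuclein-expressing yeast, so inhibitors of toxicity appear as activators. Growth after 24 hr at 30 deg C in galactose medium is quantified by luminescence.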
TDP-43 yeast inh – qHTS of TDP-43 Inhibitors. TDP-43 expressing yeast growth rescue, BacTiter-Glo, 24 h. Potency, µM (highest dose often 46.1 µM), for the others: top-dose growth rescue (activation), most hits filed as activators. 410,000 tested, 1.8% active; further: potency means the concentration at half of the fitted maximal effect; % of control where 0% means no effect; nearly all actives have a fitted effect of over 50% in size
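Readout is BacTiter-Glo luminescence of cell growth, so inhibitors register as activators. TDP-43-expressing yeast at OD600=0.02 in galactose medium, after raffinose pregrowth to mid-log, were incubated with compound for 24 hr at 30 deg C.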
GLP-1R agonist – qHTS of GLP-1 Receptor Agonists. HEK293 GLP-1R CRE-luciferase, luminescence, 4-6 h; cells express a hypersensitive GLP-1R form. 380,000 tested, 0.007% active. Glucagon-like peptide 1 receptor (Homo sapiens), P43220. AID 624172, 2012. Potency, µM (doses to about 45.6 µM), inactives show at the top dose activation, most hits filed as activators; further: potency means the concentration at half of the fitted maximal effect; % of control where 0% means no effect
Target sequence (P43220 whole entry, looked up): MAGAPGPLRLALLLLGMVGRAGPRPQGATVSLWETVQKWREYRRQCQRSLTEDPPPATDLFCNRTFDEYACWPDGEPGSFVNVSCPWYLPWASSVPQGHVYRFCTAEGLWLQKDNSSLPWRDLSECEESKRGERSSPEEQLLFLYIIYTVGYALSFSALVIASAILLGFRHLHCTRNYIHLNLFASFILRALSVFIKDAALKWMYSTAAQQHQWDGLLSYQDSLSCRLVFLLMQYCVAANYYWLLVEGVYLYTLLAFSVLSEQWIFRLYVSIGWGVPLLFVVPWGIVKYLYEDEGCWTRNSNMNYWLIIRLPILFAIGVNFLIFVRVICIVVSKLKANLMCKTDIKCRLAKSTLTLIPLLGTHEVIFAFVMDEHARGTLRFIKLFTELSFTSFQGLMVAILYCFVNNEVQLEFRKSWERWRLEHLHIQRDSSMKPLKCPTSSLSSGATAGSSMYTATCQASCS
Abeta rescue – qHTS for compounds that reverse cellular toxicity of Amyloid beta (A-beta) peptide in yeast: Primary Screen | yeast expressing A-beta42, growth rescue, OD600, 48 h; response scale: 0% DMSO, 100% iron-clioquinol control | Potency, µM (top dose mostly 46.1 µM), inactives show at the highest dose growth rescue, most hits filed as activators | 410,000 tested, 0.063% active; further: potency means the concentration at half of the fitted maximal effect; nearly all actives have a fitted effect of over 55% in size
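Growth rescue measured by 600 nm absorbance after 48 h yeast culture at 30 C with compound. Values normalized between DMSO and an equimolar ferric chloride plus clioquinol control.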
FUS yeast rescue – qHTS for Suppressors of FUS Proteinopathy: Primary screen using FUS-linked yeast assay. S. cerevisiae FUS-expressing, growth rescue, OD600, 24 h. Potency, µM (series often up to 76.6 µM), for the others: top-dose growth rescue (activation), actives largely listed as activators. 390,000 tested, 0.24% active;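 further: potency means the concentration at half of the fitted maximal effect; plate controls were DMSO vehicle for no effect and reference control for full effect; nearly all actives have a fitted effect of over 55% in size; some results filed as inactive show a strong effect at the top dose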
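Toxicity suppression screen in FUS-yeast. Cells induced with 2% galactose, starting OD 0.005, treated 24hr at 30C with compounds at multiple final concentrations; growth by OD600.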
PTHR1 agonist – qHTS for PTHR1 Agonists: Primary Screen; AID 743266, 2014; Potency, µM (series often up to 115 µM), for inactives: top-dose activation, most hits filed as activators; 410,000 tested, 0.075% active; Parathyroid hormone/parathyroid hormone-related peptide receptor (Homo sapiens), Q03431; HEK293 GP2 PTHR1 cells, GloSensor cAMP luminescence, 1 h; further: potency means the concentration at half of the fitted maximal effect; nearly all actives have a fitted effect of over 55% in size; some results filed as inactive show a strong effect at the top dose; inactives centre near -15; many of its hits are not listed in these tables
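HEK-293-derived GP2 cells expressing PTHR1 and a GloSensor cAMP reporter, 3,000/well, plated overnight, given luciferin plus IBMX (each 0.5 mM as added) for 1 h at 37 °C, then compound for 1 h at 37 °C. Luminescence was read after 15 min at room temperature.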
pAkt inh – HTS Assay for Inhibitors of Akt Phophorylation: Primary Screen; Neuro2A IGF-stimulated pAkt S473 HTRF, 20 min; active compounds read low; activity change, % for hits at 50 µM; 360,000 tested, 0.32% active; AID 651550, 2012; in the data active means activity change below about -80%; inconclusive means mostly about -51% to -80%; further: on the % scale 0 is the no-effect control and ±100 the full control effect
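Neuro2A cells in DMEM with 0.5% FBS, overnight at 37 deg C, given compound at single 50 µM final, then IGF (6 nM final) for 20 min at 37 deg C. Lysed; phospho-Akt Ser473 by HTRF after 24 h, 665/615 ratio.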
GLP1R inv ag – qHTS of GLP-1 Receptor Inverse Agonists (Inhibition Mode); Potency, µM (highest dose often 38.3 µM), without a hit: at the top dose activity change, negative = inhibition, hits mostly inhibitors; HEK293 GLP-1R CRE-luciferase, luminescence, 24 h; GLP-1R form is constitutively active; AID 624417, 2012; 410,000 tested, 1.6% active; Glucagon-like peptide 1 receptor (Homo sapiens), P43220; further: potency means the concentration at half of the fitted maximal effect; on the % scale 0 is the no-effect control and ±100 the full control effect; nearly all actives have a fitted effect of over 55% in size
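Using stably transfected HEK293 (constitutively active GLP-1R, cAMP-luciferase reporter), compounds were incubated 24 hr and luciferase measured by luminescence.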
D3 antag – qHTS of D3 Dopamine Receptor Antagonist: qHTS; D(3) dopamine receptor (Homo sapiens), P35462; D3R cells, DiscoveRx beta-arrestin luminescence, antagonist mode; active compounds read low; max response, negative = inhibition, %; 360,000 tested, 2.5% active; AID 652054, 2013; in the data active means max response below about -50%; inconclusive means no clear call, values can overlap the other calls; further: on the % scale 0 is the no-effect control and ±100 the full control effect; mostly tested at two doses, the higher about 12 µM
Target sequence (P35462 whole entry, looked up): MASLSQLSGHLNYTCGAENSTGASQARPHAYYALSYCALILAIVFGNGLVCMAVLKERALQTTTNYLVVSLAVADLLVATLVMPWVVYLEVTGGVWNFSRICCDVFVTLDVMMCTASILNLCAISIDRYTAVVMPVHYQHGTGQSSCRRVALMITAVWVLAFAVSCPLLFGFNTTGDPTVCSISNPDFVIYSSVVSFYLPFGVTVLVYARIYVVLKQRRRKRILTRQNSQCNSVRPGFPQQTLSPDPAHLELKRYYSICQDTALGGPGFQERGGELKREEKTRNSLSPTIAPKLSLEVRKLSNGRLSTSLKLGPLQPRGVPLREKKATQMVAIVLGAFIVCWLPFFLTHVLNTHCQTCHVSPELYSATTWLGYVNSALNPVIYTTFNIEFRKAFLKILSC
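Cells plated overnight at 1500 cells/well, then exposed to library compounds with dopamine controls for 90 minutes at 37 degrees C. DiscoveRx reagent added for 30–60 minutes at room temperature; luminescence read, quantitative HTS format.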
* hit, by the source's call; i = inactive; u = inconclusive; x = not tested or not shown; & = joins results of further samples; [ ] = dose if it differs, or a comment. Unless noted, the call rests on the fitted dose curve; in most records, active means well fitted curve in the direction sought with a large enough effect; inconclusive means small, poorly fitted or top-dose-only effect, or another doubt; inactive means no such curve, though single readings can be large; an effect the other way counts as inactive or inconclusive. Only part of the results is shown; the hit share may differ from the screen's.

SMILES | aSyn rescue | TDP-43 yeast inh | GLP-1R agonist | Abeta rescue | FUS yeast rescue | PTHR1 agonist | pAkt inh | GLP1R inv ag | D3 antag
Cc1ccc(S(=O)(=O)N/N=C/c2cn(C)nc2C)cc1 | 1.2% | 8.2% | 1.3% | 8.7% | -16.5% | 16.5%[57.5 µM] | i | 5.4% | 4.7
Cc1cc(Br)ccc1OCC(=O)NNC(=O)Cc1ccccc1 | 2.1% | 18.4% | -3.0% | -8.5% | -9.0% | i | i | u | 15.7
CCCOc1ccc(CC(=O)NNC(=S)Nc2ccccc2)cc1Br | -0.6% | u | 3.4% | 39.8% | 27.1% | -8.0%[57.5 µM] | i | -21.2% | -56.2*
COc1ccc(S(=O)(=O)N2CCC(n3cnc4cc(C(F)(F)F)ccc43)CC2)cc1 | 0.2% | 19.5% | 0.4% | -0.3% | 36.8% | -4.1%[57.5 µM] | i | -23.4% | 9.3
COc1ccc(Cl)cc1S(=O)(=O)Nc1cccc(-c2ccc(N3CCOCC3)nn2)c1 | x | -30.4%[inhibitor] | x | -21.3% | -38.0% | i | x | -7.3% | x
CC(C)(C)S(=O)N1Cc2cc(C(=O)N3CCOCC3)nc(-c3cccc(Br)c3)c2[C@@H]1CCO (stereo partly specified) | -0.1% | 16.4% | -5.4% | -10.4% | 4.6% | -9.2% | i | 8.9% | 0.0
CCOC(=O)/C(N=Nc1c(C)n(C)n(-c2ccccc2)c1=O)=C(\C)O | 6.2% | 6.9% | 0.2% | -0.4% | x | i | i | 6.6% | -5.5
CC(C)CC1C(C#N)=C(N)SC(N)=C1C#N | 4.6% | 7.3% | -10.0% | 13.0% | 19.2% | -19.3%[57.5 µM] | i | 12.0% | 18.7
CCOC(=O)C1CCCN(S(=O)(=O)c2ccc(-c3cc(C)no3)s2)C1 (stereo unspecified) | 8.0% | 17.6% | 7.4% | -5.4% | 7.9% | -34.3%[inhibitor] | i | -6.0% | 0.9
Oc1ccc(Cl)cc1-c1cc(-c2ccccc2Cl)[nH]n1 | -2.7% | u | -0.3% | -1.0% | 6.1% | i | i | u | -15.8
O=C(Nc1nc(-c2ccccn2)cs1)C1CC(=O)N(c2ccc3c(c2)OCCO3)C1 (stereo unspecified) | 2.2% | -22.1% | -12.2% | -11.9% | u | i | i | -19.2% | 18.9
NC(=O)CC(NC(=O)Cc1ccc(Br)cc1)c1ccc(N2CCN(c3ccccc3)CC2)c([N+](=O)[O-])c1 (stereo unspecified) | -6.6% | -0.7% | -2.8% | -14.4% | -2.9% | i | i | u | -17.4
O=C(CN1CCCCCC1)Nc1ccc(S(=O)(=O)N2CCOCC2)cc1 | 6.0% | 16.5% | 6.5% | -10.0% | 29.1% | i | i | -0.5% | 1.6
CCCCNC(=O)C[C@@H]1C[C@@]2(C(=O)OCC)CCCC=C2N(Cc2ccccc2)C1=O | 2.1% | 9.8% | x | -6.0% | 8.2% | i | i | -2.6% | -0.3
COC(=O)[C@H]1C[C@@H](c2ccccc2)[C@H](C)C1(C)C | -2.3% | 19.6% | 0.3% | -4.1% | 12.3% | -4.7% | i | -12.1% | 34.6
O=C(Nn1c(Cc2cccs2)nc2ccccc2c1=O)c1ccc(F)c(F)c1 | -4.1% | -3.1% | -9.5% | 10.9% | 19.8% | i | i | u | -15.1
CC(C(=O)NC1CCCC1)N1CCN(Cc2ccccc2)CC1 (stereo unspecified) | -0.4% | -4.1%[0.397 µM] | 14.1% | -4.9% | -2.0% | -5.8% | i | -24.8% | -3.4
CCOc1ccc(CCN2C(=S)N([C@@H](Cc3ccc(O)cc3)CN3CCC[C@@H]3CN3C(=S)NC[C@@H]3Cc3ccccc3)C[C@@H]2Cc2ccccc2)cc1 | -29.3% | 0.0% | -1.1% | -0.6% | u | -8.0% | i | u | 14.2
O=C(/C=C/c1cccs1)c1ccc(NC(=O)c2cccc(Br)c2)cc1 | -4.4% | 20.4% | -1.2% | 4.5% | 11.2% | -26.3% | i | 0.0% | -27.9
Cc1cc(C)n2nc(CC(=O)NC3CCCCCC3)nc2n1 | -16.0% | -28.8% | -4.4% | 7.6% | 9.4% | i | i | 5.4% | -18.2
COc1ccc(C(=O)NC2CCCc3c2cnn3-c2cccc(C)c2C)c(OC)n1 (stereo unspecified) | -22.8% | 15.8µM* | 1.4% | -45.4%[inhibitor] | x | -34.5% | i | u | 85.2
COc1ccc(C(NC(=O)/C=C/c2ccco2)c2ccc(OC)cc2)cc1 | -4.1% | -5.5% | -4.4% | -3.5% | x | 0.1% | i | 9.8% | -3.8
COc1ccc(C2=NN(C(=O)CN3CCOCC3)C(c3nc4ccccc4[nH]3)C2)cc1 (stereo unspecified) | -0.9% | -22.4% | 15.1% | 2.3% | 25.7% | -20.8% | i | 37.7%[activator] | -10.2
COC(=O)C(C)Oc1ccc(-c2nccc(-c3ccccn3)n2)cc1 (stereo unspecified) | 19.1% | -1.9% | 26.6% | -12.4% | 10.6% | -7.2% | i | 8.6% | 1.8
O=C(CSc1nc2nn(-c3ccccc3)c(=O)c-2c2n1CCCCC2)NCCCc1ccccc1 | 3.1% | 0.0% | 2.7% | 5.1% | 32.3% | -4.3% | i | -25.8% | 12.3

The closing 2 entries of the part above come first, to join the parts.
SMILES | aSyn rescue | TDP-43 yeast inh | GLP-1R agonist | Abeta rescue | FUS yeast rescue | PTHR1 agonist | pAkt inh | GLP1R inv ag | D3 antag
COC(=O)C(C)Oc1ccc(-c2nccc(-c3ccccn3)n2)cc1 (stereo unspecified) | 19.1% | -1.9% | 26.6% | -12.4% | 10.6% | -7.2% | i | 8.6% | 1.8
O=C(CSc1nc2nn(-c3ccccc3)c(=O)c-2c2n1CCCCC2)NCCCc1ccccc1 | 3.1% | 0.0% | 2.7% | 5.1% | 32.3% | -4.3% | i | -25.8% | 12.3
C[C@@H]1CN([C@@H](C)CO)C(=O)c2cc(Br)cnc2O[C@H]1CN(C)C(=O)C1CC1 | -1.7% | 20.1% | -4.2% | 0.9% | -17.6% | -16.9% | i | 2.7% | 2.3
COCCNC(=O)/C(C#N)=C/c1c(N2CCCCCC2)nc2ccccn2c1=O | -2.2% | -24.7% | 7.0% | -6.8% | 5.9% | i | i | 2.5% | -7.5
COc1cc(-c2nc(S(=O)(=O)c3ccc(C)cc3)c(N3CCOCC3)o2)cc(OC)c1OC | 0.4% | -22.9% | 4.0% | -12.3% | x | -0.9% | i | -9.5% | -8.5
CCCCCOC(=O)C1=C(C)NC(=O)NC1c1ccc(N(C)C)cc1 (stereo unspecified) | -2.9% | 6.8% | 3.2% | 13.2% | -4.2% | -39.4%[inhibitor] | i | 1.4% | 22.6
Cc1cccc2[nH]c(CCNC(=O)C3CCC(=O)N(CCc4cccc(F)c4)C3)nc12 (stereo unspecified) | 0.0% | 11.3% | 4.0% | 0.2% | 12.6% | -25.3% | i | -6.3% | -7.9
CCOc1ccc(S(=O)(=O)N2CCN(Cc3ccc4c(c3)OCO4)CC2)cc1Cl | 20.1% | 0.0% | 0.3% | 2.7% | 21.2% | u | i | u | -26.1
CSCc1cc(N(C)c2ccccc2)nc(-c2ccccn2)n1 | -4.9% | -19.3% | 4.1% | u | -13.1% | -7.5% | i | u | -75.4*
COc1cc(C(C)=O)ccc1OCC(=O)Nc1ccc(C)c(S(=O)(=O)N2CCCCCC2)c1 | -0.8% | u | -1.2% | 1.0% | u | -31.2%[inhibitor] | i | -18.0% | 55.7
COc1cccc(CNS(=O)(=O)c2ccc3c(c2)N(C(C)=O)CCO3)c1 | 0.1% | -1.7% | 0.9% | -5.7% | -2.3% | i | i | 1.8% | -4.0
Cc1cccc(OCCCC(=O)NC(C)c2ccccc2)c1 (stereo unspecified) | 3.7% | 14.2% | 15.1% | 16.8% | 5.5% | -0.7% | i | u | 8.5
COc1ccc(NC(=O)c2sc3nc(-c4ccc(OC)cc4)cc(C(F)(F)F)c3c2N)cc1 | -2.0% | 0.0% | x | -6.8% | -0.9% | -19.2% | x | 7.2% | x
CCC(Cn1nnc2ccccc2c1=O)NC(=O)Nc1cc(Cl)ccc1OC (stereo unspecified) | x | 21.2% | x | 3.3% | -12.8% | i | x | -12.6% | x
Cc1ccc(NS(=O)(=O)c2ccc3[nH]c(=O)oc3c2)c(C)c1 | -3.0% | -8.5%&1.9% | -0.9% | 10.2%&-5.6% | 28.5%&0.5% | -8.7% | i | -13.4%&-12.9% | -9.0
Cc1ccc(S(=O)(=O)N(CC(O)CN2C(=O)NC(C)(C)C2=O)c2cccc(C)c2)cc1 (stereo unspecified) | -0.2% | -5.6% | 20.1% | -5.6% | 27.4% | i | i | -8.5% | -19.8
O=C(NCc1ccc(F)cc1)C1CCN(S(=O)(=O)c2ccc(Cl)cc2)CC1 | -1.7% | -24.7% | 7.9% | -6.8% | 6.2% | i | i | 1.7% | -2.1
CC1CCC2(CC1)NC(CO)(CO)CO2 (stereo unspecified) | 1.3% | 8.3% | -10.0% | -3.1% | -14.9% | -4.7%[57.5 µM] | i | 9.3% | 2.2

In the list so far, these contain a cyano group.
SMILES | aSyn rescue | TDP-43 yeast inh | GLP-1R agonist | Abeta rescue | FUS yeast rescue | PTHR1 agonist | pAkt inh | GLP1R inv ag | D3 antag
CC(C)CC1C(C#N)=C(N)SC(N)=C1C#N | 4.6% | 7.3% | -10.0% | 13.0% | 19.2% | -19.3%[57.5 µM] | i | 12.0% | 18.7
COCCNC(=O)/C(C#N)=C/c1c(N2CCCCCC2)nc2ccccn2c1=O | -2.2% | -24.7% | 7.0% | -6.8% | 5.9% | i | i | 2.5% | -7.5

Compound activity as filed in PubChem.
